AI-2 QS mod: modulators of Vibrio harveyi AI-2 quorum sensing system | Vibrio harveyi JMH597 AI-2 luminescence/OD600 ratio, 9 h; active compounds read low; strain lacks LuxN and CqsS sensors; 0 = neutral-control median | activity change, % at 7.5 µM | 0.4% of 300,000 active | AID 2094; in the data active means activity change below about -75%, passing the limit was not always enough; inconclusive means no clear call, values can overlap the other calls;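 further: luminescence divided by OD600 gain over 9 h not by final OD600 alone; inactives centre near 13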
HSP90 refold inh: blocks HSP90-mediated luciferase refolding in reticulocyte lysate | Rabbit reticulocyte lysate, luciferase refolding luminescence, 3 h | inhibition, % at 5.6 µM | 0.91% of 290,000 active | AID 1789;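 active means inhibition above the screen-wide mean plus 3 SD, computed separately per campaign, cut at about 16% in these data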;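 further: 0% = DMSO wells and 100% = 60 µM geldanamycin wells; inhibitors lower the luminescence because luciferase stays unfolded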
PolyA inh: inhibitors of polyadenylation in S. cerevisiae; S. cerevisiae SKY197-pL101 polyadenylation reporter, beta-gal luminescence; efflux-impaired pdr1/pdr3 knockout yeast; score 100 = 6 SD above DMSO; calls only at 12 µM; 0.02% of 300,000 active;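 active means lowest replicate activity score at least 50, where 100 means six control SD above control mean; inconclusive means lowest score under 50 but half or more replicates reach 50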;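 further: yeast exposed to compound for 9 h at 30 °C; higher score means more reporter readthrough which indicates perturbed polyadenylation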
HSF-1 act: increases HSF-1 driven luciferase reporter signal. 1.7% of 300,000 active. NIH3T3-HGL HSF-1 luciferase reporter, MG132, 8 h; 100% = twice DMSO control signal. activation, % at 9 µM;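 active means mean replicate activation of at least 50% with a set share of replicates each reaching 50%; inconclusive means only one of those two conditions met; inactive means mean below 50% and too few replicates reaching it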;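 further: 0% = median of the neutral control wells and 100% = twice that signal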
HSF1 inhib: HSF1 inhibition | NIH3T3-HGL HSE-luciferase, MG132-induced, luminescence 8 h; active compounds read low | AID 2098 | activity change, negative = inhibition, % at 7.5 µM (by protocol) | 0.77% of 300,000 active;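 active means more than half of replicate wells show activity change below -50%, luminescence cut by over half; inconclusive means some wells, but at most half, below -50%; inactive means no replicate well below -50%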;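 further: luciferase reports HSF-1 transcriptional activity via heat shock element; 0% = median of DMSO wells and -100% = zero luminescence signal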
IEC-6 tox: kills IEC-6 intestinal cells in KLF5 counter-screen; IEC-6 cytotoxicity, luminescence viability; inhibition, % at 5 µM; 0.78% of 290,000 active; AID 1825; in the data active means inhibition above about 22%;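 further: 0% = plate median of test compound wells and 100% = cytotoxic reference compound wells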
aSyn UTR inh: MLPCN primary screen, SNCA 5' untranslated region; alpha-synuclein 5'UTR reporter, inhibitor activity; 0.82% of 300,000 active; inhibition, % (tested at 7.5 µM); in the data active means inhibition above about 60%; inconclusive means no clear call, values can overlap the other calls;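 further: H4 neuroglioblastoma cells stably carrying SNCA 5'UTR luciferase fusion; 0% = DMSO wells and 100% = positive control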
GSK3 alpha inh: human GSK-3 alpha kinase inhibition | P49840 | AID 2650 | ADP-Glo luminescence, 60 min | inhibition, % at 10 µM | 0.1% of 320,000 active;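 in the data active means inhibition above about 50%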;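 further: GST-tagged GSK-3 alpha with peptide substrate and 25 µM ATP; 0% = DMSO neutral wells and 100% = GW8510 positive control wells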
Target sequence (P49840 whole entry, looked up): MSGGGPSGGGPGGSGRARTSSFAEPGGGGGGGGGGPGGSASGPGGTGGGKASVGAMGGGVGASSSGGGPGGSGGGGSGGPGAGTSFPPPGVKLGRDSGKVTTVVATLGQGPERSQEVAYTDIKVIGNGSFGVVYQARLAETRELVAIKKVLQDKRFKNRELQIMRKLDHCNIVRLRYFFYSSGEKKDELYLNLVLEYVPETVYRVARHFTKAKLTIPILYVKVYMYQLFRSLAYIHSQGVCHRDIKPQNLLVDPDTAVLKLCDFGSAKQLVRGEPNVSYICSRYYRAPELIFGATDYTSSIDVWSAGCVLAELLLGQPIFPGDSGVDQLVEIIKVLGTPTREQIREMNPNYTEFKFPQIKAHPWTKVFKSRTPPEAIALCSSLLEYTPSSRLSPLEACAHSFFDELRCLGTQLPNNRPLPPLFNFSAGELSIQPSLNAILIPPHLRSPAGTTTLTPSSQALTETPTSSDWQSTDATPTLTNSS
GSK3B inh: blocks human GSK3beta kinase activity; P49841; GST-GSK3beta kinase, ADP-Glo luminescence, 60 min; active compounds read low; activity score (negative = inhibition), % at 10 µM; 0.038% of 300,000 active;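 active means more than half of replicate wells score below -50%, meaning over 50% inhibition versus plate controls; inconclusive means some replicates but at most half score below -50%; inactive means no replicate scores below -50%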;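 further: 0% = median DMSO wells and -100% = median GW8510 positive control wells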
Target sequence (P49841 whole entry, looked up): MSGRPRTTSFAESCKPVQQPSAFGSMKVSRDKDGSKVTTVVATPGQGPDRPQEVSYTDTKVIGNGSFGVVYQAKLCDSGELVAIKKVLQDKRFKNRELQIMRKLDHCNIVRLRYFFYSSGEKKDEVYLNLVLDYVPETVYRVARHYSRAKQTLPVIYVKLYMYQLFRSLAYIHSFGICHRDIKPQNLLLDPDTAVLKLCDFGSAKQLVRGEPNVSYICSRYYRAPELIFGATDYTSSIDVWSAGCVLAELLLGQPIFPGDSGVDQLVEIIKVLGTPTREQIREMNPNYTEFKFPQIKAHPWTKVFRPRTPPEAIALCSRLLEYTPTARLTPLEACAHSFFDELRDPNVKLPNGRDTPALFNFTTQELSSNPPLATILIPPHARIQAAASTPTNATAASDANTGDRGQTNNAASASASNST
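Test system: GST-tagged human GSK3beta kinase, cell-free; evaluation: activity score scaled between in-plate DMSO and GW8510 controls; measured by: ADP-Glo luminescence; incubation: 60 min reaction, RT; benchmarks: DMSO and 20 µM GW8510; reagent: peptide substrate plus 25 µM ATP (final); medium: Tris/MgCl2 kinase buffer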
KLF5 inhibitor: suppresses KLF5 promoter-driven expression. 0.23% of 290,000 active. DLD-1 KLF5 promoter-luciferase reporter, luminescence. inhibition, % at 5 µM;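 active means inhibition above a per-plate limit of that plate's mean compound inhibition plus 3 SD, cut at about 60% in these data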;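 further: 0% = DMSO wells and 100% = LY294002 at 200 µM; higher means less KLF5 promoter-driven luciferase light; inactives centre near -14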
* = called active by the depositor; i = inactive; ? = inconclusive; nt = not tested or not shown. These rows are one share of the data; rates above refer to the full screens.

mol	AI-2 QS mod	HSP90 refold inh	PolyA inh	HSF-1 act	HSF1 inhib	IEC-6 tox	aSyn UTR inh	GSK3 alpha inh	GSK3B inh	KLF5 inhibitor
CCC(C)n1c(=N)c(C#N)cc2c(=O)n3cccc(C)c3nc21 (centres undefined)	21	-4	i	-4	2	-6	7	-2	1	8
CNC(=O)COC(=O)c1nc(-n2nc(C)cc2C)ccc1Cl	5	-6	i	4	3	3	-3	-6	0	-29
Cc1cccc(-n2c(-c3ccccc3)c[nH]c2=S)c1C	9	6	i	14	1	-6	-7	1	-2	-23
Cc1ccc(S(=O)(=O)N/N=C/c2cnn(C)c2C)cc1	-5	-1	i	4	5	3	9	-1	4	-27
COCCn1c(SCC(=O)NNC(=O)c2ccc(OC)c(OC)c2)nc2ccccc2c1=O	23	2	i	8	-6	0	3	0	0	-4
N/C(Cc1ccc(Cl)cc1Cl)=N\OC(=O)Cc1cccs1	26	1	i	-9	15	5	-38	nt	3	-1
CCCn1nc2cc(C(=O)NCCc3cccs3)ccc2c1OCC	29	-1	i	11	5	-1	-76	0	2	-66
CC(C)(C)C(=O)CN1C(=O)NC2(CCCc3ccccc32)C1=O (centres undefined)	6	1	i	11	-1	2	5	-3	3	-20
O=C1c2ccccc2C(=O)N1OCCOCCOCCON1C(=O)c2ccccc2C1=O	14	-2	i	-17	-5	-5	-5	1	-6	-33
OC(COc1ccccc1)CN1CCN(C(c2ccccc2)c2ccccc2)CC1 (centres undefined)	-1	5	i	2	4	-5	7	-1	-1	-9
O=C(Nc1ccc2oc(-c3cccc(F)c3)nc2c1)c1ccccc1F	3	7	i	-6	-1	2	-120	4	3	-24
CN(C)c1ccc(CNC(=O)CN(C)S(=O)(=O)c2ccc3c(c2)c(=O)n(C)c(=O)n3C)cc1	2	-1	i	35	-3	6	-13	4	-7	-4
O=C(CNC(=O)c1ccc2c(c1)OCO2)N/N=C/c1cccc([N+](=O)[O-])c1	37	1	nt	5	7	1	-8	-2	3	13
Cc1sc2nc(CSc3ccc([N+](=O)[O-])c(C(F)(F)F)c3)[nH]c(=O)c2c1C	16	-2	i	34	15	-5	1	1	1	0
CC(C)CN(C(=O)COC(=O)c1cc2c(s1)CCC2)C1CCS(=O)(=O)C1 (centres undefined)	32	-1	i	12	-6	-2	8	-1	-1	-6
COc1cc(/C=C2/C(=N)N3C=CSC3=NC2=O)ccc1OCCCOc1cc(C)ccc1C	38	-5	i	-20	-22	2	-44	-2	2	-14
CCn1c(SCC(=O)c2cccs2)nnc1-c1ccco1	-27	0	i	22	21	-3	-19	1	2	-20
Cc1ccc(C(=O)Nc2ccccc2C(=O)NC(Cc2c[nH]c3ccccc23)C(=O)O)cc1 (centres undefined)	3	2	i	28	15	12	-27	-6	4	-1
Cc1ccc(-c2nc(CN(C)C)cc(CN(C)C)c2O)cc1	nt	0	nt	nt	nt	3	nt	-2	nt	9
Nc1ccc(C(=O)N/N=C/c2cn(Cc3cccc(F)c3)c3ccccc23)cc1	44	-8	i	6	8	6	70*	-1	0	-28
Clc1ccc(OCCCN2CCCCC2)c(Br)c1	16	-1	i	4	1	1	-88	-1	-2	-54
COc1cccc(C(c2sc3ncnn3c2O)N2CCc3ccccc3C2)c1 (centres undefined)	6	0	i	7	8	6	4	-2	-2	-7
COc1cc2c(cc1NC(=O)Cc1ccc(C)cc1)oc1ccccc12	20	3	i	?	20	-1	-130	2	-4	-12
Cc1cc(C)c2cc(CN(CC3CCCO3)C(=S)NCc3ccco3)c(=O)[nH]c2c1 (centres undefined)	19	4	i	17	19	7	28	3	0	8
COc1ccc(C2CC(=O)c3c([nH]c(C(=O)OC(C)C)c3C)C2)cc1OC (centres undefined)	30	-1	i	nt	nt	6	12	-2	-1	-9
COC(=O)CN(C#N)c1nc(N(C)C)nc(N(C)C)n1	-1	-1	i	4	-5	4	2	2	-1	-6
N=c1scc(-c2ccccc2)n1/N=C/c1ccco1	14	1	i	21	0	4	-220	0	0	-1
CN(C)C1NC(=O)c2cc(-c3ccccc3)sc2N1 (centres undefined)	9	0	i	18	10	0	-38	nt	0	-134
CCOC(=O)Nc1ccc(S(=O)(=O)Nc2nc(C)cc(C)n2)cc1	14	4	i	1	9	-4	20	nt	5	-29
COC(=O)c1ccc(OCC(O)CN2CCN(CC(O)COc3ccc(C(=O)OC)cc3)CC2)cc1 (centres undefined)	19	2	i	2	-1	-5	-5	-1	1	-25
Cn1c(=O)cc(OCC(=O)N2CCC(N3CCCCC3)CC2)c2ccccc21	18	0	i	4	10	5	-24	0	0	-23
O=C(Nc1cccnc1Cl)c1cc(-c2ccc(O)cc2)on1	13	-6	i	16	17	-8	-50	0	0	-4
CC1(C)C(=S)N(Cc2ccccc2)c2ccccc21	-14	-1	i	8	4	0	11	-1	-1	-14
COc1cc2c(cc1O)C(Cc1ccc(O)cc1)[N+](C)([O-])CC2 (centres undefined)	31	nt	i	-2	6	nt	-20	1	2	nt
C=C(C)C(=O)N1CC2(CC(c3cccc(NC(=O)CC)c3)=NO2)C[C@H]1C(N)=O (some centres undefined)	26	nt	i	1	7	nt	1	0	3	nt
O=C(N/N=C/C1CC=CCC1)c1cc(Br)ccc1O (centres undefined)	21	-3	i	28	17	4	-4	2	-3	-16
COc1ccccc1C(O)(c1ccccc1)C(CN1CCOCC1)c1ccccc1 (centres undefined)	-2	1	i	-5	0	7	-2	0	1	-6
Nc1c(C(=O)NCc2ccc3c(c2)OCO3)nnn1-c1ccc(OC(F)(F)F)cc1	18	0	i	5	0	0	7	0	-1	-47
CCOC(=O)[C@@H]1[C@H]2COc3ccccc3[C@@H]2N2C(=O)N(c3ccc(Cl)cc3)C(=O)[C@]12C	22	-1	i	-4	-2	-1	-4	0	1	2
COc1cccc(Oc2ncnc(N)c2[N+](=O)[O-])c1	11	1	i	2	-5	4	-9	-1	3	-22
CS(=O)(=O)n1nc(OC(=O)c2cccc3ccccc23)cc1N	8	0	i	-8	4	-2	-32	0	0	4
C=CCNC(=O)c1ccccc1NC(=O)c1ccc(Cl)c(S(=O)(=O)Nc2cc(C)ccc2C)c1	30	3	i	1	0	5	24	-1	0	0
Cc1cc2nc(-c3cccnc3SCC(=O)NC3CC3)[nH]c2cc1C	21	0	i	18	9	7	-115	0	1	-71
CC1CCc2nc(N)c(C#N)c(-c3cccn3C)c2C1 (centres undefined)	-1	2	i	-31	-10	-1	19	8	3	9
COCCn1nnnc1C(c1cc2cc(OC)c(OC)cc2[nH]c1=O)N1CCN(c2ccc(O)cc2)CC1 (centres undefined)	13	-5	i	-3	-5	-10	4	-1	6	10
CCOc1ccc(NC(=O)CSc2nnc(CNC(=O)c3ccco3)o2)cc1	6	0	i	3	7	1	19	-1	0	6
O=C(CCC1CCCN(C(=O)CCN2CCCCC2=O)C1)NCc1ccccc1F (centres undefined)	7	-1	i	4	5	0	6	-1	0	-10
Cc1cccc(C(=O)NCCc2nnc(SCC(=O)Nc3cccc(C(=O)O)c3)n2C)c1	27	4	nt	nt	nt	1	nt	nt	-1	-6
CCN1CCc2nc3sc(C(=O)N4CCc5ccccc5C4)c(N)c3cc2C1	5	3	i	5	-4	-4	3	2	-4	-12
CCC(C(=O)NCCc1ccc(OC)c(OC)c1)n1nc(C)n2c(cc3occc32)c1=O (centres undefined)	22	0	i	5	0	2	16	-1	0	-8

Additional results.
mol	AI-2 QS mod	HSP90 refold inh	PolyA inh	HSF-1 act	HSF1 inhib	IEC-6 tox	aSyn UTR inh	GSK3 alpha inh	GSK3B inh	KLF5 inhibitor
O=C(CSC1=NS(=O)(=O)c2cc(Cl)ccc2N1)NCc1ccccc1	30	nt	i	2	2	nt	-5	-3	6	nt
CCC(C)c1ccc(OCCn2ccnc2)cc1 (centres undefined)	16	2	i	-7	-2	7	-15	-3	1	9
CCOc1ccc(NS(=O)(=O)c2ccc(NS(C)(=O)=O)cc2)cc1	18	3	i	10	-2	-4	9	1	1	-22
CC(C)Nc1nc(-c2cccnc2)nc(-c2ccccc2)c1C#N	15	-2	i	-4	-2	-6	32	0	4	-2
O=C(O)c1ccc(Oc2c(C(F)(F)F)oc3cc(O)ccc3c2=O)cc1	28	31*	i	-5	-2	0	-12	0	8	-12
C=CC1C(N2CCOCC2)C(C)(C)S1(=O)=O (centres undefined)	10	6	i	-49	?	-1	11	-5	-1	-8
COc1ccc(-c2noc(-c3ccccc3-c3ccccc3)n2)cc1OC	10	1	i	10	10	-6	-3	-1	-2	-29
CCCCCCn1c(=O)[nH]c2nc3cc(N)ccc3nc2c1=O	58	3	i	40	26	-3	-44	-2	0	-16
COc1ccc(CCNc2nc(C)nc3c2nnn3Cc2ccccc2)cc1OC	17	-5	i	-1	1	-4	11	-1	0	-24
CCCCCc1ccc(-c2ccc(/C=C/C(=O)O)cc2)nc1	-89*	14	i	-42	-36	9	79*	-4	0	12

Bioassay records deposited in PubChem BioAssay by several laboratories.
